Bioassay records as filed in PubChem BioAssay.
EPAC2 ag: agonists of human EPAC2 (RAPGEF4). Q8WZA2. EPAC2 activation, biochemical qHTS; response scale: 100% = 6.5 mM cAMP response. Potency, µM (titrated, usually from 154 µM), for the others: at the top dose activation, most hits filed as activators. 0.079% of 360,000 active. AID 720711; further: potency means the concentration at half of the fitted maximal effect; nearly all actives have a fitted effect of over 50% in size
Target sequence (Q8WZA2 whole entry, looked up): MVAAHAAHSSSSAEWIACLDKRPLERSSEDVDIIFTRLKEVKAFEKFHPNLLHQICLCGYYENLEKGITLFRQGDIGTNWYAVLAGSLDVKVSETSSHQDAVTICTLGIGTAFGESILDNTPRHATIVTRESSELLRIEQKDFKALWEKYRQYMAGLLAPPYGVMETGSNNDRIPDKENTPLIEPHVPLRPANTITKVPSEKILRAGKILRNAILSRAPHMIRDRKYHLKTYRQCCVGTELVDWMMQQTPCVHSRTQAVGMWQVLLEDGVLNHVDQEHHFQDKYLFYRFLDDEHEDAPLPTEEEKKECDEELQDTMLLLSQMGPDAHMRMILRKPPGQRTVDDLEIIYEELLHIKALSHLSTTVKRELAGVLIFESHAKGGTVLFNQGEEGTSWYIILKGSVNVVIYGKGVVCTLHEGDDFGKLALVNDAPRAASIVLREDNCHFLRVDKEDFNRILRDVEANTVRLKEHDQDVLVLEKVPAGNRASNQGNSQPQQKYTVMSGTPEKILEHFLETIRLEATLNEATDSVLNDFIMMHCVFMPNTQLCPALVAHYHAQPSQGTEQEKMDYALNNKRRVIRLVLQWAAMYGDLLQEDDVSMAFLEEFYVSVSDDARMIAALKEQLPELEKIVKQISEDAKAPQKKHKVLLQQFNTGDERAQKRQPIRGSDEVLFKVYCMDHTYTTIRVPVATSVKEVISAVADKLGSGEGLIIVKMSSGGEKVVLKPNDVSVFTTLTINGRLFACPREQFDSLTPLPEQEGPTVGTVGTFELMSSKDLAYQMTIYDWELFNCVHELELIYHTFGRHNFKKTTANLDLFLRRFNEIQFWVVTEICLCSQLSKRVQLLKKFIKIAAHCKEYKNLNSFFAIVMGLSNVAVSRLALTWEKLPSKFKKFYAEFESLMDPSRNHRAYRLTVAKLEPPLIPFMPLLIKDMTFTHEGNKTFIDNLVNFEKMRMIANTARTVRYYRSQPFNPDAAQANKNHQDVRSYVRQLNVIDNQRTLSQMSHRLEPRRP
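Guanine nucleotide exchange by EPAC2 is measured as reduced fluorescence of BODIPY-GDP once it is released from 250 nM Rap1B. Plates are read kinetically for 30 min at room temperature; results are scaled to 6.5 mM cAMP.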
CCT chaperon mod: changes cytosolic chaperonin activity; purified chaperonin ATPase assay, HTRF ADP detection, 30 min; activity change, % (test concentration not listed), hits read low; 0.3% of 360,000 active; AID 651819; in the data active means activity change below about -30%; further: on the % scale 0 is the no-effect control and ±100 the full control effect
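First, chaperonin was dispensed at 40 nM or 20 nM final depending on batch activity. Next, compounds were pinned at 76 uM and ATP added at 10 uM. After 30 min at 37 °C, ADP detection reagents ran 30 min at ambient temperature.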
EPAC2 antagonist: blocks human EPAC2 exchange factor; 0.18% of 360,000 active; EPAC2 GEF exchange of Rap1B-BODIPY-GDP, fluorescence; Potency, µM (top dose mostly 114 µM), for inactives: top-dose activity, negative = inhibition, usual class: inhibitors; Q8WZA2; AID 720708; further: potency means the concentration at half of the fitted maximal effect; on the % scale 0 is the no-effect control and ±100 the full control effect; nearly all actives have a fitted effect of over 45% in size; many of its hits are not listed in these tables
A549 tox: A549 cytotoxicity, counter-screen for Nrf2 inhibitors; A549 ARE-Fluc cells, CellTiter-Fluor viability, 18-24 h; Potency, µM (titrated, usually from 46 µM), without a hit: at the highest dose activity change, negative = cytotoxicity, hits mostly inhibitors; 0.16% of 390,000 active; further: potency means the concentration at half of the fitted maximal effect; on the % scale 0 is the no-effect control and ±100 the full control effect
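A549 ARE_Fluc cells in 5% FBS OPTI-MEM were exposed to compounds in concentration-response for 18-24 h at 37 deg C. Viability was read by CellTiter-Fluor fluorescence (Ex 405/Em 525) after 30 min, before the luciferase read.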
TGFb inhibitor: inhibitors of TGF-b signaling; 1.2% of 410,000 active; HepG2 CAGA-GFP TGF-b/SMAD3 reporter, GFP fluorescence, 18 h; TGF-beta stimulated, 500 pg/mL final; Potency, µM (doses to about 46.1 µM), for inactives: top-dose activity, negative = inhibition, usual class: inhibitors; further: potency means the concentration at half of the fitted maximal effect; on the % scale 0 is the no-effect control and ±100 the full control effect; nearly all actives have a fitted effect of over 65% in size
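Read-out: total well GFP (ex488/em500-530) summed from mean per-cell fluorescence. Cells: HEPG2 CAGA-GFP, 1% FBS DMEM, 18 h at 37 degrees C with 500 pg/mL final TGF-beta. Unstimulated wells served as the full-inhibition control; stimulated DMSO wells = 0%.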
Nrf2 inh: inhibitors of Nrf2 signaling; Potency, µM (titrated, usually from 46 µM), without a hit: top-dose activity change, negative = inhibition, usual class: inhibitors; 2.1% of 360,000 active; A549 ARE-Fluc reporter, luciferase luminescence, 18-24 h; further: potency means the concentration at half of the fitted maximal effect; on the % scale 0 is the no-effect control and ±100 the full control effect; nearly all actives have a fitted effect of over 60% in size
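In this cell-based qHTS, ARE-driven firefly luciferase in A549 cells reports Nrf2 activity; the luminescent signal after BugLite lysis is the measured value, with a prior CellTiter-Fluor read for cell health.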
Mm-Cpn inhibitor: inhibitors of Methanococcus maripaludis chaperonin (MmCpn); purified Mm-Cpn ATPase, ADP Transcreener TR-FRET; Potency, µM (highest dose often 76.9 µM), inactives show at the top dose activity, negative = inhibition, most hits filed as inhibitors; 0.031% of 330,000 active; AID 504842; further: potency means the concentration at half of the fitted maximal effect; on the % scale 0 is the no-effect control and ±100 the full control effect; nearly all actives have a fitted effect of over 80% in size
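ATPase turnover read by TR-FRET ADP competition (Eu cryptate antibody/ADP-d2, 665/590 nm): 10uM ATP final, 25nM Mm-CPN final, 30 min 37degC after 10-min compound preincubation, pH 7.4 Tris/KCl/MgCl2/DTT buffer.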
Nrf2 activator: activates Nrf2 signaling; 0.31% of 410,000 active; AREc32 ARE-luciferase reporter (MCF7-derived line), luminescence, 24 h; Potency, µM (highest dose often 46.1 µM), without a hit: at the top dose activation, usual class: activators; further: potency means the concentration at half of the fitted maximal effect; % of control where 0% means no effect; nearly all actives have a fitted effect of over 65% in size
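Luminescent ARE reporter assay in AREc32_Fluc cells: overnight plating at 37 deg C, 24 hr compound incubation, Steady-Glo added, 30 min RT before reading.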
pAkt inh: inhibitors of Akt phosphorylation. Neuro2A IGF-stimulated pAkt S473 HTRF, 20 min; active compounds read low. activity change, % for hits at 50 µM. 0.32% of 360,000 active. AID 651550; in the data active means activity change below about -80%; inconclusive means mostly about -51% to -80%; further: on the % scale 0 is the no-effect control and ±100 the full control effect
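Single-point screen (50 µM final compound) in Neuro2A cells stimulated 20 min with 6 nM IGF at 37 deg C. After lysis, Ser473-phosphorylated Akt read by HTRF (ex 330 nm, em 615/665 nm) as the 665/615 ratio.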
Active calls of the source: *; i = inactive; u = inconclusive; x = not tested or not shown; & = joins results of further samples; [ ] = remark or other dose. Unless noted, the call rests on the fitted dose curve; in most records, active means well fitted curve in the direction sought with a large enough effect; inconclusive means small, poorly fitted or top-dose-only effect, or another doubt; inactive means no such curve, though single readings can be large; an effect the other way counts as inactive or inconclusive. A portion of the library (hit frequency here may not be typical).

canonical_smiles	EPAC2 ag	CCT chaperon mod	EPAC2 antagonist	A549 tox	TGFb inhibitor	Nrf2 inh	Mm-Cpn inhibitor	Nrf2 activator	pAkt inh
O=C(Nc1ccccc1)c1ccc(-c2ccccc2Cl)o1	13%	-3.6	-14%	12%	-22%	u	-7%	18%	i
Cc1cc[n+](-c2nc3ccccc3nc2C(=C=[N-])C#N)cc1	-2%	0.8	1%	0%	5%	2%	0%	3.1%	i
COc1cc(SC)ccc1C(=O)OC(C)C(=O)Nc1ccc(NC(C)=O)cc1 (stereo not given)	7%	1.0	9%	-12%	-27%	-19%	3%	-0.3%	i
CN(C)CCCNCC(=O)c1c(-c2ccccc2)n(C)c2ccccc12	2%	0.8	-7%	1%	0%	3%	-2%	4.3%	i
C/C(=N/Nc1nc(C)c(C)s1)c1cccc([N+](=O)[O-])c1	13%	-1.8	1%	3%	u	u	0%	u	i
O=C1CCN(CCc2ccccc2)CCN1[C@H](CSc1ccccc1)Cc1ccccc1	19%	2.7	-7%	-22%	u	-22%	0%	3.1%	i
Cc1nc2ccc(NC(=O)c3ccc(F)c(S(=O)(=O)N4CCOCC4)c3)cc2s1	-2%	-1.6	-3%	-2%	u	x	4%	0.2%	i
O=S(=O)(c1cccc(-c2n[nH]c(=S)o2)c1)N1CCOCC1	7%	-0.1	-3%	-2%	-26%	4%	u	0.6%	i
CN(C)CCNC(=O)CNC(=S)N(Cc1ccccc1)Cc1cccnc1	-7%	0.4	12%	1%	64%[activator]	1%	0%	-0.9%	i
CC1CCCCC1NC(=O)CCCCCn1c(=S)[nH]c2ccsc2c1=O (stereo not given)	7%	0.3	-12%	-1%	0%	-15%	-3%	-0.8%	x
O=C1NC[C@H](CCCCN2C[C@H](Cc3ccc(O)cc3)N(CCC3CCCCC3)C(=O)C2=O)N(CCc2ccccc2)C1=O	8%	-1.1	-8%	x	x	x	x	-1.3%	i
CN(C(=O)c1cc2ccccc2o1)c1c(N)n(Cc2ccccc2)c(=O)[nH]c1=O	10%	-1.6	7%	0%	-15%	16%	-3%	-0.3%	i
NS(=O)(=O)c1cccc(NC(=O)Cn2cc(C(F)(F)F)cc(Cl)c2=O)c1	1%	-0.8	-1%	10%	-6%	-8%	1%	-0.8%	i
CCOC(=O)c1c(C)oc2nc(C)nc(NC(C)c3ccccc3)c12 (stereo not given)	x	x	x	9%	-3%	u	x	-0.1%	x
CCc1ccc(NC(=O)CN2CCC(C(=O)c3ccc(OC)cc3)CC2)cc1	10%	-2.9	-9%	3%	2%	-6%	0%	7.4%	i
Cc1ccc(NC(=O)CN(C)C(=O)COC(=O)c2ccc(NC(=O)CC#N)cc2)cc1	-5%	2.2	-3%	-2%	1%	-16%	-8%	-0.8%	i
CCC/C(C#Cc1ccc(N(C)C)cc1)=C1/c2ccccc2C(=O)N1c1ccccc1	u	-1.0	91%[activator]	4%	-3%	5%	-2%	12%	i
CS(=O)(=O)N(CC(=O)NCc1ccncc1)c1ccc(Cl)c(Cl)c1	6%	-2.1	6%	2%	-3%	14%	1%	1.9%	x
Cc1ccccc1CN1[C@@H]2c3ccccc3C[C@@H]2OCCS1(=O)=O	11%	0.2	-23%	-1%	7%&-14%	5%	0%	0.5%	i
NS(=O)(=O)c1ccc(NC(=S)NC(=O)/C=C/c2ccco2)cc1	6%	-0.5	15%	1%	-23%	2%	0%	6.1%	i
O=C(COC(=O)c1ccc(O)cc1)NC1CCCCCC1	8%	-4.2	0%	4%	28%	7%	0%	2.2%	i
CC(=O)Nc1ccc(C(=O)OCC(=O)N2CCC(Cc3ccccc3)CC2)cc1	-3%	-1.7	-2%	1%	-6%	-14%	-4%	-0.2%	i
FC(F)(F)c1cccc(CNc2ncccc2-c2nc3cc(Cl)ccc3o2)c1	6%	-0.4	0%	-8%	-2%	6%	1%	0.4%	i
CC(C)C(=O)Nc1ccc(C(=O)Nc2nnc(C(C)(C)C)s2)cc1	0%	2.7	3%	3%	0%	u	1%	-0.5%	i
CN=C1c2cc3cc(OC)ccc3n2CCN1Cc1ccccc1	9%	-1.8	-3%	-16%	u	0%	-6%	3.8%	i
Cc1cccc(OCCCCCn2ccnc2)c1C	8%	0.2	3%	-3%	0%	u	0%	-0.4%	i
CCOc1ccc(N2CC(NC(=O)c3cccc4ccccc34)CC2=O)cc1 (stereo not given)	-2%	-0.1	3%	3%	-20%	5%	1%	0.0%	i
CCC(C)NS(=O)(=O)c1ccc(S(=O)(=O)N(CC(=O)Nc2ccccc2)Cc2ccco2)cc1 (stereo not given)	-1%	-0.7	-4%	-10%	u	13µM*	2%	2.6%	i
CC(C)c1nnc(NC(=O)CCC(=O)NCc2cccs2)s1	5%	-0.3	0%	-10%	-5%	u	-2%	-0.2%	i
COc1ccc(-c2cc(C(=O)N3CCN(S(=O)(=O)c4ccccc4)CC3)[nH]n2)cc1	16%	1.4	1%	1%	18%	-19%	1%	0.2%	i

Reprinted at random: three records from the list, in no set order.
canonical_smiles	EPAC2 ag	CCT chaperon mod	EPAC2 antagonist	A549 tox	TGFb inhibitor	Nrf2 inh	Mm-Cpn inhibitor	Nrf2 activator	pAkt inh
O=C1CCN(CCc2ccccc2)CCN1[C@H](CSc1ccccc1)Cc1ccccc1	19%	2.7	-7%	-22%	u	-22%	0%	3.1%	i
CN(C)CCCNCC(=O)c1c(-c2ccccc2)n(C)c2ccccc12	2%	0.8	-7%	1%	0%	3%	-2%	4.3%	i
CN=C1c2cc3cc(OC)ccc3n2CCN1Cc1ccccc1	9%	-1.8	-3%	-16%	u	0%	-6%	3.8%	i

Record cards, as listed above. Screens in order: EPAC2 ag, CCT chaperon mod, EPAC2 antagonist, A549 tox, TGFb inhibitor, Nrf2 inh, Mm-Cpn inhibitor, Nrf2 activator, pAkt inh
Cc1cc[n+](-c2nc3ccccc3nc2C(=C=[N-])C#N)cc1 reads -2%, 0.8, 1%, 0%, 5%, 2%, 0%, 3.1%, i
NS(=O)(=O)c1cccc(NC(=O)Cn2cc(C(F)(F)F)cc(Cl)c2=O)c1 reads 1%, -0.8, -1%, 10%, -6%, -8%, 1%, -0.8%, i

Following part.
canonical_smiles	EPAC2 ag	CCT chaperon mod	EPAC2 antagonist	A549 tox	TGFb inhibitor	Nrf2 inh	Mm-Cpn inhibitor	Nrf2 activator	pAkt inh
COc1cc2c(cc1OC)CC(C(=O)NCc1ccccc1)NC2 (stereo not given)	10%	-1.5	-28%	6%	10%	10%	-3%	0.4%	i
COCCCNC(=O)c1cnn(-c2ccc(F)cc2F)c1C1CCNCC1	x	x	x	18%	0%	u	x	0.2%	x
CCc1cc2cc(C)ccc2nc1SCC(=O)NNC(=O)c1ccco1	-2%	-2.7	1%	-1%	-15%	-10%	-2%	0.6%	i
COc1ccc(C(=O)Nc2cccc3c2CCCC3)cc1OC	5%	-4.4	28%	-5%	u	-12%	-4%	-0.5%	i
CC(OC(=O)CCCN=C1NS(=O)(=O)c2ccccc21)C(=O)Nc1ccccc1[N+](=O)[O-] (stereo not given)	9%	-7.3	-13%	0%	-23%	-1%	-2%	-0.2%	i
CC(=O)N/N=C/c1cc(C(C)(C)C)cc(/C=N/NC(C)=O)c1O	11%	2.3	10%	4%	-5%	3%	0%	0.2%	i
C[C@H](CO)N1C[C@H](C)[C@@H](CN(C)S(=O)(=O)c2cccc(F)c2)Oc2ncc(Br)cc2C1=O	-10%	-1.0	4%	x	15%	x	x	-0.6%	i
CN(C)CCNc1ccc(CO)c2oc3ccc(O)cc3c(=O)c12	5%	-4.1	7%	u	u	u	x	0.2%	i
CN(C(=O)c1ccco1)c1nnc(C23CC4CC(CC(C4)C2)C3)s1	2%	1.4	17%	9%	-23%	u	-1%	4.9%	i
CCN1C(=O)[C@H]2[C@@H](c3ccccc3)N3C(=O)N(c4cccc(F)c4)C(=O)[C@@]3(CC(C)C)[C@H]2C1=O	2%	0.8	5%	-3%	20%	5%	-1%	0.6%	i
Cc1ccc(NC(=O)COC(=O)CNC(=O)c2cccs2)cc1S(=O)(=O)N1CCOCC1	0%	-0.2	6%	1%	-4%	23%	x	-1.5%	i
N#Cc1ccsc1NC(=O)C1CCN(C(=O)c2ccc(Cl)cc2)CC1	15%	-1.5	-3%	-6%	-4%	2%	0%	0.4%	i
Cc1noc(C)c1COc1ccccc1C(=O)N1CCN(S(=O)(=O)c2ccc(F)c(F)c2)CC1	7%	0.0	-6%	3%	-8%	-9%	x	-0.2%	i
O=C(/C=C/c1cccc([N+](=O)[O-])c1)NCc1ccco1	-7%	1.2	15%	2%	u	5%	-1%	18%	i
Cc1ccc(NCC(=O)N/N=C/c2cc3ccccc3nc2Cl)cc1	5%	0.8	0%	3%	u	u	-1%	7.3%	i
CC(C(=O)Nc1ccc(C#N)cc1)N(C)CC(=O)N(C)c1c(N)n(Cc2ccccc2)c(=O)[nH]c1=O (stereo not given)	4%	-2.2	-8%	-1%	4%	3%	0%	-0.2%	i
COc1ccc(C2C=C(C)Nc3nc4ccccc4n32)cc1 (stereo not given)	3%	1.3	-4%	2%	-15%	u	0%	3.3%	i
O=C(CSc1ncccn1)N1CCCC1	5%	-0.3	7%	-1%	9%	6%	-2%	-0.1%	i

3 entries already listed, ordered by the number in EPAC2 antagonist, falling.
smiles	EPAC2 antagonist
CCN1C(=O)[C@H]2[C@@H](c3ccccc3)N3C(=O)N(c4cccc(F)c4)C(=O)[C@@]3(CC(C)C)[C@H]2C1=O	5%
C[C@H](CO)N1C[C@H](C)[C@@H](CN(C)S(=O)(=O)c2cccc(F)c2)Oc2ncc(Br)cc2C1=O	4%
COc1ccc(C2C=C(C)Nc3nc4ccccc4n32)cc1 (stereo not given)	-4%
